Screening results from PubChem.
ER stress death = protection against thapsigargin ER stress killing – CSM14.1 cells, ATP luminescence, primary screen; 48,000 tested, 0.33% active; relative survival (cellular ATP), % at 15 µg/mL (by protocol); AID 1010, 2008; CSM14.1 thapsigargin ER stress survival;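 active means survival measured by cellular ATP above 50% at 15 µg/ml in the first screen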;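 further: cell death triggered by about 15 µM thapsigargin; ATP read 24 h after thapsigargin was added; plate controls were thapsigargin with DMSO for no effect and DMSO without thapsigargin for full effect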
The depositor's hits bear a star. The list is partial; the hit share may differ from the screen's.

Compound | ER stress death
Cc1oc2ccc(NS(=O)(=O)c3ccccc3)cc2c1C(=O)OC(C)C | -11
CC1CC(=O)NN=C1c1ccc(N)c(N)c1 (configuration not stated) | 9
N/C(=N\OC(=O)c1ccc(Br)cc1)c1ccc(Cl)cc1 | 3
CC1=C(C(=O)OCCOc2ccccc2)C(c2ccc(C)o2)C2=C(CC(C)(C)CC2=O)N1 (configuration not stated) | 10
COC(=O)C1=NN(C(=O)c2ccccc2)C(O)(c2ccc(OC)cc2)C1 (configuration not stated) | 12
Cc1ccccc1N1C(=O)c2ccc(C(=O)Nc3ccc(O)cc3)cc2C1=O | -3
COc1cccc(C2=NN(C(=O)c3ccc(C(C)(C)C)cc3)C(O)(C(F)(F)F)C2)c1 (configuration not stated) | 1
Cc1cc(C)c(NC(=O)c2ccc(C(=O)Nc3c(C)cc(C)cc3C)cc2)c(C)c1 | 4
Cn1c(SCC(=O)Nc2cccc([N+](=O)[O-])c2)nc2ccccc21 | 0
COc1cc(/C=c2\sc3nc4ccccc4n3c2=O)ccc1OS(=O)(=O)c1ccccc1 | 4
CC(=O)C1=C(O)C(=O)N(CC2CCCO2)C1c1ccccc1F (configuration not stated) | 0
O=C(NC(=S)Nc1ccccc1C(F)(F)F)c1ccco1 | 8
CCC/C(O)=C1\C(=O)CC(C)(C)CC1=Nc1ccc(C)c(C)c1 | 16
COc1ccc(N(Cc2ccc(C(=O)NC3CCCC3)cc2)S(=O)(=O)c2ccccc2)cc1 | 2
COc1ccc(CC(=O)N/N=C(\C)CC(=O)Nc2ccccc2C)cc1OC | 10
Cc1ccc(NC(=O)C2CC(=O)N(c3ccc(Br)cc3)C2)cc1C (configuration not stated) | -2
O=C(NNC(=O)c1ccc(-c2ccccc2)cc1)Nc1ccccc1 | 4
COc1ccc(-c2cc(C(=O)Nc3ccc(F)c([N+](=O)[O-])c3)c3ccccc3n2)cc1OC | 14
Cc1nnc(Oc2ccc([N+](=O)[O-])cc2)c2ccccc12 | 9
CC(=O)C1C(c2ccccc2F)c2c(noc2C)CC1(C)O (configuration not stated) | -6
Cc1ccc(S(=O)(=O)Nc2c(C)cc(O)c(Br)c2C)cc1 | 10
COc1cc(/C=C2\C(=O)NC(=O)N(c3ccc(C)cc3)C2=O)ccc1OCc1ccccc1 | 1
NC(=O)c1cccc(NC(=O)c2ccc(-c3ccccc3)cc2)c1 | 0
O=C(Nc1ccc2c(c1)OCO2)c1cnn2c(C(F)(F)F)cc(-c3cccs3)nc12 | 8
Oc1c(Br)cc(Cl)cc1/C=N/Nc1nnc2c(n1)[nH]c1ccccc12 | 12
CC(C)c1ccc(NC(=O)CN(Cc2ccccc2)S(=O)(=O)c2ccccc2)cc1 | 7
Cc1ccc(-c2c(CCC(C)(O)c3ccccc3)oc3ccccc23)o1 (configuration not stated) | -12
Cn1cnnc1SCC(=O)Nc1ccccc1 | 7
COc1cc(/C=C2/SC(=S)N(CCC(=O)O)C2=O)cc(Br)c1O | 6
CC(=O)NC1=NC(=O)/C(=C/c2ccc(C)cc2)S1 | 2
COc1ccc(S(=O)(=O)N(CC(=O)NCCc2ccc(OC)c(OC)c2)Cc2ccccc2)cc1 | 6
Cc1ccc(C(=O)N/C(=C\c2cn(-c3ccccc3)nc2-c2ccc(F)cc2)C(=O)NCc2cccnc2)cc1 | 3
O=C(Nc1ccc(C(=O)N2CCOCC2)cc1)c1c(Cl)cccc1Cl | 5
O=C(/C=C/c1ccc(Cl)cc1)Nc1cccc([N+](=O)[O-])c1 | 0
Cc1cccc(C(=O)Nc2ccc3oc(-c4ccc(N(C)C)cc4)nc3c2)c1 | -1
CCCOc1ccc(/C=C2\C(=O)NN(c3ccccc3)C2=O)cc1 | 5
Cc1c(NC(=O)C(C)Sc2ccc(Cl)cc2)c(=O)n(-c2ccccc2)n1C (configuration not stated) | 0
O=C(Nc1ccc(S(=O)(=O)Nc2ncccn2)cc1)c1cc([N+](=O)[O-])ccc1Cl | 13
CCOc1cc(/C=N/NC(=O)c2cc(C34CC5CC(CC(C5)C3)C4)[nH]n2)ccc1O | 2
Cc1cc(F)c(F)cc1C(=O)N1CCCC1 | -4
O=C(Nc1ccc(-c2nc3ccccc3s2)c(O)c1)c1cc2ccccc2o1 | -2
COc1cc2nnc(/C=C/C(C)=O)c(-c3ccc(C)o3)c2cc1OC | -13
COc1ccccc1OCCOc1c(I)cc(/C=C2/SC(=S)N(C)C2=O)cc1OC | 10
O=C(Nc1ccc(-c2cnc(-c3ccc(NC(=O)C(F)(F)F)cc3)nc2)cc1)C(F)(F)F | 4
O=C(COc1cccc2ccccc12)NCc1ccncc1 | 2
Cc1ccc(C)c(NCc2ccncc2)c1 | 17
CC(=O)Nc1ccccc1-c1nn[nH]n1 | 5
CCc1ccccc1NC(=O)COc1ccc(C)cc1 | 4
O=C(Nc1nnc(COc2ccc(Cl)cc2)s1)c1ccccc1F | 4
COc1cc(NC(=O)c2cccnc2)c(OC)cc1NC(C)=O | 11

2 records drawn at random from the list so far, as already listed:
Compound | ER stress death
O=C(Nc1ccc(-c2cnc(-c3ccc(NC(=O)C(F)(F)F)cc3)nc2)cc1)C(F)(F)F | 4
Cc1ccc(C)c(NCc2ccncc2)c1 | 17

Ordered by SMILES length (rising): part of the list above.
Compound | ER stress death
Cc1ccc(C)c(NCc2ccncc2)c1 | 17
O=C(COc1cccc2ccccc12)NCc1ccncc1 | 2
O=C(Nc1nnc(COc2ccc(Cl)cc2)s1)c1ccccc1F | 4
COc1cc2nnc(/C=C/C(C)=O)c(-c3ccc(C)o3)c2cc1OC | -13
O=C(Nc1ccc(-c2nc3ccccc3s2)c(O)c1)c1cc2ccccc2o1 | -2
O=C(Nc1ccc(-c2cnc(-c3ccc(NC(=O)C(F)(F)F)cc3)nc2)cc1)C(F)(F)F | 4

(next part)
Compound | ER stress death
CCc1ccccc1NC1=C(Cl)C(=O)N(c2ccccc2Cl)C1=O | 8
O=C(NCc1ccccc1)c1cc(-c2ccco2)nc2ccccc12 | 6
CN(C)C=Nc1ccn(Cc2ccccc2)c(=O)c1C#N | 7
CC1=CC(C)(C)N(C(=O)c2ccc(F)cc2)c2ccc(OC(=O)c3ccc([N+](=O)[O-])cc3)cc21 | 2
Cc1ccc(C(C)C)c(OCC(=O)Nc2ccc(OC(F)(F)F)cc2)c1 | 2
O=[N+]([O-])c1cccc(-c2csc(N/N=C\c3ccccc3O)n2)c1 | -4
Cc1ccc(C)c(-c2nc3ccccc3c(C(=O)O)c2C)c1 | -2
COc1ccccc1N(CC(=O)Nc1ccccc1Br)S(=O)(=O)c1ccccc1 | 6
O=C(O)C(Cc1ccccc1)P(=O)(O)CN1CCOCC1 (configuration not stated) | 5
O=c1c2c(nc3cc(-c4cccc(F)c4)[nH]n13)CCC2 | 0
Cc1ccc(N2C(=O)CC(N3CCC(Cc4ccccc4)CC3)C2=O)cc1 (configuration not stated) | 5
COc1ccc(C(=O)c2ccc(OC)c3cccc(O)c23)cc1OC | 19
FC(F)(F)c1cccc(Nc2ncnc3ccc(Br)cc23)c1 | -4
CC(=O)NC1=NC(=O)/C(=C\c2ccc(Cl)cc2)S1 | -2
CCOC(=O)C1CCN(C(=S)NC23CC4CC(CC(C4)C2)C3)CC1 | 1
Cc1c(Cl)c(C(F)(F)F)nn1CC(=O)N1CCN(c2ccc(F)cc2)CC1 | 2
CC(C)NC(=O)C1C(c2ccccc2)=C1c1ccccc1 | 3
CC(=O)C1(C)CC(C#N)(C#N)C(C#N)=C1N (configuration not stated) | 9
COc1ccc2oc(=O)c(C(=O)Nc3cccc(C(C)=O)c3)cc2c1 | -4
CCc1ccc(NC(=O)c2ccc(-c3ccccc3)cc2)cc1 | 2
COC(=O)C1=C(C)NC2=C(C(=O)c3ccccc32)C1c1ccc(-c2ccc(Cl)cc2)o1 (configuration not stated) | 4
CCOc1ccc(/C=C2\C(=O)NC(=S)N(c3ccc(Br)cc3)C2=O)cc1Cl | 2
COc1ccc(/C=C2\SC(=S)N(c3ccc(F)cc3)C2=O)cc1OC | 16
COc1cccc(Oc2nc(N)[nH]c(=O)c2Br)c1 | 12
COc1ccc(C2=C/C(=C/c3ccc([N+](=O)[O-])cc3)C(=O)O2)c(OC)c1 | 8
O=C(O)c1cccc(COc2ccc(C=C3C(=O)c4ccccc4C3=O)cc2)c1 | -3
O=C(CSc1nc2ccccc2[nH]1)N/N=C/c1ccc(Cl)cc1Cl | 6
C#CCOc1c(Br)cc(/C=C2\C(=O)NC(=O)N(c3ccc(Cl)cc3)C2=O)cc1OC | 2
CC(C)c1ccc(N2C(=O)c3ccccc3NC2c2ccc3c(c2)OCO3)cc1 (configuration not stated) | -1
O=C(OC/C=C/c1ccccc1)C(C(F)(F)F)C(F)(F)F | 8
O=C(NN1C(=O)C2CC=CCC2C1=O)c1ccncc1 (configuration not stated) | 8
O=[N+]([O-])c1cccc2c1=C1C(Cl)=CC=C1C=2 | 1
COc1ccccc1NCN1C(=O)C2CCCCC2C1=O (configuration not stated) | 22
CCCCOC(=O)c1ccc(NC(=O)c2cccc(Cl)c2Cl)cc1 | 2
COC(=O)c1cc(NC(=O)Cc2ccccc2[N+](=O)[O-])cc(C(=O)OC)c1 | 3
CCOc1ccccc1N(CC(N)=O)S(=O)(=O)c1ccccc1 | -3
CC(C)(C)CC(C)(C)NS(=O)(=O)c1ccc([N+](=O)[O-])cc1 | -1
Cc1ccc2[nH]c(O)c(N=Nc3ccc([N+](=O)[O-])cc3)c2c1 | 7
O=C(c1cc2n(n1)C(C(F)(F)F)CC(c1ccc(Cl)cc1)N2)N1CCN(c2ccccc2)CC1 (configuration not stated) | 1
CC(=O)Nc1ccccc1NC(=O)c1ccccc1Br | 3
COc1ccc(N(CC(=O)Nc2ccc(I)cc2)S(=O)(=O)c2ccc(C)cc2)c(OC)c1 | 1
O=C1Nc2ccccc2/C1=N\N1CCN(c2ccccc2)CC1 | -4
Cc1ccccc1COc1ccc2oc(C)c(C(=O)O)c2c1 | 0
CCn1c2ccccc2c2cc(/C=C(\C#N)C(N)=O)ccc21 | 9
COc1ccc(N2C(=O)/C(=C\c3ccc4c(c3)OCO4)SC2=S)cc1 | 14
COc1ccc(NC(=O)c2cccc([N+](=O)[O-])c2C)c(OC)c1 | 2
CC(NC(=O)Cc1ccccc1)c1ccc(Cl)c(Cl)c1 (configuration not stated) | 6
COC(=O)C(C)Oc1cc2oc(=O)cc(-c3ccccc3)c2cc1Cl (configuration not stated) | 0
O=C(O)CC1S/C(=N\N=C\c2ccc(N3CCOCC3)cc2)NC1=O (configuration not stated) | 10
CC(=O)c1ccc(NC(=O)Cc2ccc(Br)cc2)cc1 | 11

Continuation:
Compound | ER stress death
C=C1CSc2nc(=O)c3c(C)c(C)sc3n21 | -4
O=C(c1cccc(F)c1)N1CCN(C(=O)c2cccs2)CC1 | -3
Cc1ccc(/C=C(\C#N)c2nc3ccccc3n2C)o1 | 0
CCc1ccc(N2NC(=O)/C(=C/c3ccc(N4CCOCC4)cc3)C2=O)cc1 | 10
O=C(Nc1ccncc1)c1cc2c(ccc3ccccc32)oc1=O | 0
Cc1c(C(=O)OC(C)C)sc(NC(=O)C(C)(C)C)c1C(=O)OC(C)C | 0
O=C(Nc1nc(-c2ccc(Cl)cc2Cl)cs1)c1cccc(Cl)c1 | 20
Cc1ccc(C=C2C(=O)N(C)C(=S)N(c3ccccc3)C2=O)s1 | 1
CC(C)(C)C1CCc2nc3ccccc3c(C(=O)O)c2C1 (configuration not stated) | 7
COc1ccc(C2C(C(=O)OCC3CCCO3)=C(C)NC3=C2C(=O)CC(C)(C)C3)c(OC)c1OC (configuration not stated) | 4
COc1ccc(CCNC(=O)COc2ccccc2C)cc1OC | 7
O=c1nc(/C=C/c2cccn2-c2ccc([N+](=O)[O-])cc2)cc(C(F)(F)F)[nH]1 | 10
O=C(N/N=C/c1sc2ccccc2c1Cl)c1ccncc1 | -2
COc1ccc(Br)cc1/C=C/C(=O)NCc1ccccc1 | -1
C=CCOc1ccc(/C=C2\C(=O)NC(=O)N(c3ccc(Cl)cc3)C2=O)cc1OC | -2
COc1ccc(C2CC(C(F)(F)F)n3nc(C(=O)Nc4ccccc4SC)c(Cl)c3N2)cc1 (configuration not stated) | 5
Cc1cc(/C=C2\C(=O)NC(=S)N(c3cccc(Cl)c3Cl)C2=O)c(C)n1C | 10
Nc1ccc(C(=O)Nc2ccccc2C(=O)O)cc1 | -8
CCOC(=O)c1c(C)oc2cc(Br)c(O)c(CN(C)C)c12 | 0
O=C(/C=C/c1ccc(Cl)cc1)Nc1ccc(N2CCCCC2)cc1 | 0
C/C(=N/NS(=O)(=O)c1ccccc1)c1ccc(NC(=O)C(F)(F)F)cc1 | 1
O=C(NN1CCOCC1)c1ccccc1Cl | 10
O=[N+]([O-])c1ccccc1C=NN1CCN(c2ccc(Cl)cc2)CC1 | 8
Cc1ccc(N2C(=O)CSC2c2ccc([N+](=O)[O-])cc2)cc1 (configuration not stated) | 0
Cc1ccccc1N1C(=O)c2cccc3c(N(C)CCO)ccc(c23)C1=O | 18
COc1ccc(C2CC(=O)C3=C(C2)Nc2ccccc2NC3c2ccccc2C(F)(F)F)cc1OC (configuration not stated) | 124*
COc1ccc(C(=O)OCC(=O)c2ccc(Br)cc2)cc1OC | 1
COC(=O)c1c(N)sc(C)c1-c1ccc(OC)cc1 | 11
COc1ccc(/C=C2\NC(=O)c3ccccc3C2=O)cc1 | -15
O=C(CN(c1ccc(F)cc1)S(=O)(=O)c1ccccc1)Nc1ccccc1 | 5
COc1ccc(/C=C2/SC(=S)N(/N=C/c3cc([N+](=O)[O-])ccc3O)C2=O)c(OC)c1 | 2
CCOC(=O)c1ccccc1NC(=O)c1ccncc1 | 2
CC1=C(C(=O)OCC2CCCO2)C(c2ccccc2Br)NC(=O)N1 (configuration not stated) | 5
